APOBEC3A inh – APOBEC3A ssDNA deaminase inhibitors, primary screen, selectivity assay for APOBEC3G inhibitor project, biochemical, FAM/TAMRA oligo cleavage fluorescence | DNA dC->dU-editing enzyme APOBEC-3A (Homo sapiens), P31941 | recombinant A3A, FAM/TAMRA ssDNA deamination fluorescence | inhibition, % at 20 µM | 0.41% of 330,000 active;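 active means at least 40% inhibition at 20 µM here, with at most 30% in a related deaminase screen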;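 further: plate controls were A3A with DMSO for no effect and wells lacking A3A enzyme for full effect; some results filed as inactive read as strong as hits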
Target sequence (P31941 whole entry, looked up): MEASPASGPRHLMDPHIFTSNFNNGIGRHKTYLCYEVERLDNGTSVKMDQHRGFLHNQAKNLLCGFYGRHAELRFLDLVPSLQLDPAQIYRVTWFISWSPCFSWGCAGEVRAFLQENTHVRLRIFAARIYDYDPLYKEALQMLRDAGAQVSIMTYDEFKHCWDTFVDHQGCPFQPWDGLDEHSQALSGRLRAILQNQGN
mIAP act – activators of mouse IAP, primary screen, biochemical, luminescence, uHTS. activation factor at 10 µM. muIAP, CDP-Star luminescence, 30 min; active compounds read high; 1 = vehicle-only enzyme signal, 0 = enzyme-free wells. intestinal alkaline phosphatase [Mus musculus]. AID 2805, 2010. 0.24% of 330,000 active;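 active means activation factor of at least 2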; further: the source names both 10 and 20 µM as test concentration; values of inactives mirror those of a sister screen read the other way
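Assay system: mouse IAP enzyme / Compound: DMSO-dissolved test compounds / Timing: 30 min, room temperature / Measured by: luminescence from enzymatic CDP-Star hydrolysis / Control set: DMSO-only wells, enzyme-free buffer wells as negative control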
mIAP inh – inhibitors of mouse IAP, primary screen, biochemical, luminescence, uHTS; intestinal alkaline phosphatase [Mus musculus]; inhibition, % at 10 µM; purified mouse IAP, CDP-Star luminescence, 30 min; 0.2% of 330,000 active;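 active means inhibition of at least 40% at 10 µM in the primary screen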;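 further: plate controls were DMSO with enzyme for no effect and no enzyme wells for full effect; values of inactives mirror those of a sister screen read the other way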
MIN6 prolif – inducers of MIN6 beta-cell proliferation, primary screen, ATP luminescence, uHTS | proliferation, % at 10 µM | MIN6 cells proliferation, ATPlite luminescence, 48 h; cells starved in 0.2% serum; 100% = growth in 10% serum | AID 2380, 2010 | 0.29% of 330,000 active;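 active means compounds whose signal lies at least 3.5 SD above the mean of all wells on their plate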;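 further: 0% = DMSO-treated cells in low-serum medium and 100% = 10% serum control; some compounds called inactive have numbers as strong as hits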
hIAP block – human IAP inhibitors, primary screen, biochemical, luminescence, uHTS; Intestinal-type alkaline phosphatase (Homo sapiens), P09923; purified IAP, CDP-Star luminescence, 30 min; inhibition, % at 10 µM; 0.12% of 330,000 active; AID 2544, 2010;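 active means inhibition reaching a set limit with compound at 10 µM in the primary screen, cut at about 35% in these data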;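 further: plate controls were DMSO wells with enzyme for no effect and no-enzyme buffer wells for full effect; values of inactives mirror those of a sister screen read the other way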
Target sequence (P09923 whole entry, looked up): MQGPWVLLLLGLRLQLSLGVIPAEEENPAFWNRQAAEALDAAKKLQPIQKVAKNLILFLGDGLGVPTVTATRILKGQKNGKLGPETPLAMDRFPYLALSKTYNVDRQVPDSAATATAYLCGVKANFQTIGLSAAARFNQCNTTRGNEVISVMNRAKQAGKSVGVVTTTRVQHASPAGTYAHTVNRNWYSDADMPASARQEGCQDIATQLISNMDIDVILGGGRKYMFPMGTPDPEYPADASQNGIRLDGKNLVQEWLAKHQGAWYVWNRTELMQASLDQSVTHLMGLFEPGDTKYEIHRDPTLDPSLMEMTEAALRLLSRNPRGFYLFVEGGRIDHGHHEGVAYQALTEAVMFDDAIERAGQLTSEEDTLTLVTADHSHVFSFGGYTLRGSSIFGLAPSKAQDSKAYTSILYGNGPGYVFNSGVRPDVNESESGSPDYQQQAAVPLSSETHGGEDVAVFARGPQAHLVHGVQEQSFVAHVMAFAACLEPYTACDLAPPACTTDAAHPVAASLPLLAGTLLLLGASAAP
APOBEC3G inh – APOBEC3G DNA deaminase inhibitors, primary screen, biochemical, fluorescence, single-stranded DNA substrate, uHTS | DNA dC->dU-editing enzyme APOBEC-3G (Homo sapiens), Q9HC16 | recombinant A3G, ssDNA deamination FAM/TAMRA fluorescence | inhibition, % at 20 µM | 0.28% of 330,000 active | AID 493012, 2011;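 active means inhibition of at least 40% at 20 µM, with no more than 30% in the related APOBEC3A deaminase screen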;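 further: plate controls were DMSO wells with A3G for no effect and wells lacking A3G enzyme for full effect; some compounds called inactive have numbers as strong as hits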
Target sequence (Q9HC16 whole entry, looked up): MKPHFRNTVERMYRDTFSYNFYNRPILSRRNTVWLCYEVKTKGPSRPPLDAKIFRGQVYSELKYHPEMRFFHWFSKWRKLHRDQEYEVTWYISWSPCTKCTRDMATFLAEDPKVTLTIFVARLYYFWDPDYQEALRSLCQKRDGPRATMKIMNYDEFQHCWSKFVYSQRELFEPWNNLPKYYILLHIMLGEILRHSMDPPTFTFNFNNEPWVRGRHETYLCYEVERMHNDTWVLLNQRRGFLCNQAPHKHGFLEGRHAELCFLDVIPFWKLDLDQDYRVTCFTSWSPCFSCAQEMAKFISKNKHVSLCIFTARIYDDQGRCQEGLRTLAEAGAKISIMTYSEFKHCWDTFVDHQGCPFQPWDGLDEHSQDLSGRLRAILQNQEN
NALP3 yeast inh – NALP3 inflammasome inhibitors in reconstituted yeast, primary screen, luminescence, uHTS; Yeast reconstituted NLRP3/ASC/caspase-1, beta-gal luminescence, 24 h; inhibition, % at 10 µM; 0.39% of 330,000 active; AID 2825, 2010;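 active means inhibition of 50% or more; inactive means inhibition below 50%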;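 further: plate controls were induced DMSO wells for no effect and uninduced yeast grown without galactose for full effect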
hIAP activ – human IAP activators, primary screen, biochemical, luminescence, uHTS | 0.16% of 330,000 active | purified human IAP, CDP-Star luminescence, 30 min; active compounds read high; 1 = vehicle-only enzyme, 0 = enzyme-free background | activation factor at 10 µM | AID 2524, 2010 | Intestinal-type alkaline phosphatase (Homo sapiens), P09923;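 active means activation factor of the enzyme at least 2-fold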; further: the source names both 10 and 20 µM as test concentration; values of inactives mirror those of a sister screen read the other way
SENP1 inh – human SENP1 catalytic domain inhibitors, primary screen, biochemical, FRET, uHTS; recombinant SENP1 catalytic domain, CyPet-SUMO1-YPet FRET cleavage; AID 624204, 2012; inhibition, % at 10 µM; Sentrin-specific protease 1 (Homo sapiens), Q9P0U3; 0.21% of 360,000 active;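 active means inhibition at least 30% at 10 µM, raw YFP signal under a set limit, fluorescence ratio 0.5 to 1.5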;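 further: 0% = enzyme with DMSO and 100% = no enzyme wells; some results filed as inactive read as strong as hits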
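Controls: no-enzyme wells low, DMSO-plus-enzyme wells high control. Test system: human recombinant His6-tagged SENP1 catalytic domain enzyme. Reagent: SFCypet-SUMO1-SFYpet FRET protein substrate, 25 nM final. Doses: one dose per compound, 10 µM, 0.5% DMSO. Detection: FRET, CFP and YFP emission. Timing: 50 min reaction at room temperature.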
Numbers without * were called inactive. This is a subset; count on the stated rates, not on these rows.

SMILES	APOBEC3A inh	mIAP act	mIAP inh	MIN6 prolif	hIAP block	APOBEC3G inh	NALP3 yeast inh	hIAP activ	SENP1 inh
COc1cc(C(=O)Nc2ccncc2)c([N+](=O)[O-])cc1OC	-3	1	-2	5	-2	-4	6	1	-1
O=C1CCc2cc(NS(=O)(=O)c3ccc(F)cc3)cc3c2N1CCC3	-1	1	-1	0	0	-5	6	1	-1
N#C/C(=C\N1CCN(Cc2ccc3c(c2)OCO3)CC1)c1nc2ccccc2s1	-2	1	-2	-5	8	-11	13	0.92	-21
CC(=O)N/N=C\c1ccccc1OC/C=C/c1ccccc1	1	1	0	-5	24	2	-2	0.76	0
CCOc1cc(Br)c(CC(=O)O)cc1OCC	3	1	0	-2	7	0	8	0.93	-1
CCN1C(=O)[C@H]2[C@@H](c3ccc(-c4ccc(C(C)=O)cc4)cc3)N[C@@](Cc3ccccc3)(C(=O)OC)[C@H]2C1=O	-2	0.91	9	-7	9	-4	14	0.91	2
COc1ccc(N2CCN(C(=O)c3cc(=O)[nH]c4ccccc34)CC2)cc1	5	0.89	11	2	-2	-2	25	1	2
S=C(NCc1ccco1)Nc1cc(Cl)c(Cl)cc1Cl	1	1.6	-58	0	13	-4	27	0.87	-3
Cc1cc2cc(CNC(=O)Cc3cccs3)ccc2n1C	-4	0.86	14	-3	11	-4	18	0.89	-4
O=C(NN1C(=O)C2C3CCC(O3)C2C1=O)c1ccc(Br)o1 (configuration not stated)	2	0.94	6	-3	-2	-2	-1	1	0
CCSc1nnc(-c2ccncc2)o1	-1	0.94	6	-2	-2	-4	13	1	4
O=C(NC(=S)NNC(=O)c1ccccc1O)c1cccs1	-5	0.77	23	-3	-102	-8	59*	2*	-1
C/C(CC(C)(C)C1CCCCC1)=N\NC(N)=S	1	1.1	-11	-5	-3	-2	54*	1	3
COc1ccc(S(=O)(=O)CC2(O)CCN(C(=O)CC(C)C)CC2)cc1	2	1.1	-5	1	-11	-9	0	1.1	2
Cc1ccc(NC(=O)CCS(=O)(=O)c2ccc(Br)s2)cc1	-1	0.91	9	-3	5	-7	11	0.95	2
CC(C)N(Cc1nc(-c2ccccc2)no1)C(=O)CN(C)S(=O)(=O)c1ccccc1	-1	0.96	4	-3	25	1	12	0.75	4
CC(OC(=O)c1ccc(Br)o1)C(=O)Nc1ccc2c(c1)OCCO2 (configuration not stated)	-3	1	-2	0	-5	-6	26	1	0
Cn1c(O)c(C(C#N)=C2N=c3ccccc3=N2)c2ccccc21	3	0.84	16	-3	17	4	28	0.83	-14
Cc1ccc(C2=NOC(C)(c3nnc(Cc4ccccc4)o3)C2)cc1 (configuration not stated)	1	1.1	-8	0	-19	-6	17	1.2	0
O=C(CCn1nc(-c2ccccc2)ccc1=O)N1CCCC1	0	1.1	-10	0	15	-1	1	0.85	1

Shown with two lines to a compound: part of the list above.
Each structure is followed by: APOBEC3A inh, mIAP act, mIAP inh, MIN6 prolif, hIAP block, APOBEC3G inh, NALP3 yeast inh, hIAP activ, SENP1 inh
- Cc1ccc(C2=NOC(C)(c3nnc(Cc4ccccc4)o3)C2)cc1 (configuration not stated)
 : 1, 1.1, -8, 0, -19, -6, 17, 1.2, 0
- O=C(CCn1nc(-c2ccccc2)ccc1=O)N1CCCC1
 : 0, 1.1, -10, 0, 15, -1, 1, 0.85, 1

Carrying on.
SMILES	APOBEC3A inh	mIAP act	mIAP inh	MIN6 prolif	hIAP block	APOBEC3G inh	NALP3 yeast inh	hIAP activ	SENP1 inh
COC(=O)c1ccc(NC(=O)CNS(=O)(=O)c2cccs2)cc1	1	1	-3	-2	4	-3	13	0.96	-1
Cc1ccc(CNc2nc(Cl)c(C#N)s2)cc1	0	1	-4	4	19	-4	25	0.81	1
Cc1cccc(-n2nc3c([n+]2[O-])CCc2nonc2-3)c1C	3	0.94	6	-3	2	-7	-8	0.98	2
CCOC(=O)N1CCN(C(=O)CCn2c(=S)[nH]c3ccccc3c2=O)CC1	-5	1	0	3	8	-3	8	0.92	2
O=C(COC(=O)c1ccc([N+](=O)[O-])o1)NC1CCCc2ccccc21 (configuration not stated)	2	1	-1	1	2	-3	12	0.98	-5
CC(/C=N\N1CCN(c2ccc(Cl)cc2)CC1)=C\c1ccccc1	-5	1	0	-2	-10	-6	8	1.1	3
CN(C)C(=O)c1c([N+](=O)[O-])ncn1C	2	0.92	8	-2	2	-1	5	0.98	-2
O=C(Cn1cnc2c(cnn2-c2ccc(F)cc2)c1=O)N1CCCc2ccccc21	-4	0.93	7	1	33	-8	16	0.67	0
COc1ccc(CN(CC(=O)NC2CCCC2)C(=O)c2ccc(-c3ccccc3)[nH]2)cc1	2	1.7	-67	-3	-17	1	6	1.2	2
CCOc1c(N2CCOCC2)c(=O)c1=O	-1	0.99	1	-2	19	-4	17	0.81	2
CCCCC(=O)Nc1ccc2c(c1)nc1n2CCSC1	-1	0.89	11	-2	-2	-1	-4	1	-78
CCS(=O)(=O)N1Cc2ccccc2CC1C(=O)OCC(=O)N(C(C)C)C(C)C (configuration not stated)	-1	0.94	6	-4	8	-3	9	0.92	-1
COc1ccc(OC)c(C(=O)NC(CC(N)=O)c2ccc(NCCN3CCCCC3)c([N+](=O)[O-])c2)c1 (configuration not stated)	0	0.88	12	-5	3	-4	15	0.97	4
O=C(NCCO)c1ccccc1O	-5	1	-5	0	2	-7	5	0.98	-1
Cc1nc(N2CCCCC2)c2c(-c3cccs3)csc2n1	-6	1.2	-21	-6	-2	3	-10	1	-19
CCn1c(=O)c([N+](=O)[O-])c(N2CCSCC2)c2ccccc21	6	1.1	-7	-4	17	0	8	0.83	1
Cc1ccc(-c2csc3nnc(SCC(=O)Nc4cccc(C)n4)n23)cc1	5	0.98	2	-3	9	2	13	0.91	-4
CCOC(=O)N1CCN(C(=O)NC2CCCCC2)CC1	1	0.91	9	-4	7	2	4	0.93	1
COc1ccc(-c2nn3c(-c4cccc(C)c4)nnc3s2)cc1OC	2	0.86	14	3	-2	-3	21	1	2
CCN1CCN(C(=O)C(N)Cc2ccccc2)CC1 (configuration not stated)	-4	1.1	-12	-3	-3	-14	30	1	0
CCOC(=O)c1sc(NC(=O)CSc2nc(O)c(Cc3ccccc3)c(=O)[nH]2)nc1C	-5	0.91	9	-3	2	-4	4	0.98	-9
Nc1cc(C(F)(F)F)ccc1-n1cccc1	-1	0.96	4	-3	16	-1	21	0.84	8
Cc1ccc(C(=O)NCc2cccs2)cc1S(=O)(=O)N1CCCCC1	-3	1.1	-10	-3	-7	-6	9	1.1	0
O=C(NCc1cc(C(F)(F)F)cc(C(F)(F)F)c1)C1CC(c2ccc(C(F)(F)F)cc2)=NO1 (configuration not stated)	-2	1.1	-9	-6	3	-5	22	0.97	1
Cc1nnc(SCC(=O)OC2CC(C)CCC2C(C)C)[nH]c1=O (configuration not stated)	6	0.96	4	0	6	-1	6	0.94	1
Cc1cccc(N(CC(=O)NC2CCCCC2)C(=O)CCCC(=O)Nc2ccccn2)c1C	-1	0.94	6	0	-4	-8	16	1	2
O=S(=O)(NCc1cccnc1)c1ccc2ccccc2c1	-3	0.97	3	0	4	-8	8	0.96	0
Cc1ccc2c(c1)C(=O)C(=O)N2CCCOc1ccccc1C	1	0.91	10	-6	24	-7	16	0.76	0
CN(C)C(C(=O)Nc1cc(Cl)cc(Cl)c1)c1ccccc1 (configuration not stated)	-2	1.8	-78	-4	-15	-5	16	1.1	4
CCc1cccc(CC)c1NC(=O)COn1nnc2ccc(C(F)(F)F)cc21	1	0.99	1	-1	12	-6	7	0.88	-1
Cc1cccc2sc(NC(=O)[C@H](C)N3C(=O)C4CC=CCC4C3=O)nc12 (some centres not stated)	4	1	-5	2	11	-2	-13	0.89	1
O=C1c2cccnc2C(O)N1Cc1cccs1 (configuration not stated)	0	0.91	9	0	-10	-2	4	1.1	1
CCOC(=O)Cc1csc(NC(=O)CCN2C(=O)c3ccccc3C2=O)n1	-2	1	-3	-3	-10	3	9	1.1	2
Oc1ccc(Br)cc1/C=N/N1CCN(Cc2ccccc2)CC1	-7	1	-1	-4	-6	-4	10	1.1	1
CC(C)(C)c1ccc(C2C3=C(CCCC3=O)NC3=C2C(=O)c2ccccc23)cc1 (configuration not stated)	0	0.98	2	-4	-15	1	8	1.1	2
Cc1cc2c(c(C)nn2-c2ccccc2)c(=O)o1	-1	1	-3	1	7	-1	30	0.93	1
COc1ccc(C(=O)CSc2nc(C)cc(=O)[nH]2)cc1	-2	1	-3	-3	-1	-7	12	1	1
COc1ccc(NC(=O)Nc2cccc(C(=O)N3CCOCC3)c2)cc1OC	-2	1	-4	-2	10	-1	12	0.9	2
CN(CC(=O)Nc1ccc(F)cc1)C(=O)COC(=O)COc1ccc(C#N)cc1	0	1	-2	4	-5	-7	20	1.1	3
N#CC1(C#N)C(c2ccccc2)OC23CCCCC2C1(C#N)C(=N)O3 (configuration not stated)	1	0.98	2	0	-5	-9	-9	1.1	-26
CCCCCCc1c(C)c2ccc(OCC(=O)N[C@@H](Cc3ccccc3)C(=O)O)cc2oc1=O	-1	0.83	17	3	0	18	9	1	0
Cc1sc2nc(SCC(=O)NCc3ccco3)[nH]c(=O)c2c1C	-2	1.2	-15	-2	6	-11	10	0.94	-3
CC(Sc1nccn1C)C(=O)NC1(C#N)CCCCC1 (configuration not stated)	4	0.95	5	0	3	6	15	0.97	0
Cc1cc(Oc2ccc(C(C)(C)C)cc2)nc(N2CCOCC2)n1	0	1.1	-15	-3	-11	-1	10	1.1	2
Cc1cc(NC(=O)COC(=O)C2=NN(c3ccccc3)C(=O)CC2)c([N+](=O)[O-])cc1C	-4	1	-3	-1	2	-8	-1	0.98	0
Cc1ccc(NC(=O)COC(=O)c2ccccc2F)cc1S(=O)(=O)N1CCCCC1	-2	1.1	-9	2	10	-7	-4	0.9	2
O=C(CN1CCc2ccccc2C1)Nc1ccccc1F	10	1.1	-11	0	-24	1	13	1.2	2
CN(C)c1ccc2c(c1)Sc1cc(N(C)C)ccc1N2C(=O)c1ccccc1	-2	1.1	-6	-6	8	-4	28	0.92	4
CC(C)(C)c1nn(-c2ccccc2)c2[nH]c(=O)c(C=O)cc12	-3	0.91	9	-5	7	0	25	0.93	-14
CC(NC(=O)c1ccc(S(=O)(=O)N(C)C)cc1)c1ccccc1 (configuration not stated)	-2	0.93	7	0	-12	-2	-8	1.1	-1

Bioassay records: PubChem, Sanford-Burnham Center for Chemical Genomics
